# Assay outcomes: PubChem, Sanford-Burnham Center for Chemical Genomics
# H9c2 TAG inh = inhibitors of triacylglycerol accumulation, primary screen, cell-based, uHTS, fluorescence, H9c2 | H9c2 cells, Nile Red lipid (TAG) fluorescence; cells loaded with 200 µM oleic acid | inhibition, % at 12.5 µM | hit rate 0.66% among 230,000 | AID 651582, 2012;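 active = pattern-corrected inhibition of lipid staining of at least 50% with the nuclear-stain viability signal not falling by more than 50%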;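 also: 0% = DMSO wells and 100% = triacsin C control wells; some results filed as inactive read as strong as hits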
# H9c2 TAG inh DAPI viability = second read-out of H9c2 TAG inh, no call of its own (marks repeat the call); DAPI nuclei signal change (viability), lower = more cytotoxic, %;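 whole-well DAPI fluorescence read on a plate reader as a viability signal; minus 50 percent equals half of cells still viable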
# Active calls of the source: *.
SMILES	H9c2 TAG inh	H9c2 TAG inh DAPI viability
COc1cccc(CC(=O)Nc2nc3ccccc3[nH]2)c1	-6	5
Cc1nc2sc(C(c3ccco3)N3CC(C)OC(C)C3)c(O)n2n1 (stereo unspecified)	6	11
O=C(N/N=C/c1cccs1)c1cc(-c2ccc3ccccc3c2)n[nH]1	1	10
Cc1ccc(C)n1-c1ccc(-c2nnco2)cc1	18	-23
O=C(Nc1ccc2c(c1)OCO2)c1ccc(S(=O)(=O)NCC2CCCO2)cc1 (stereo unspecified)	-16	8
NC(=O)c1cccc(-c2csc(C(O)c3cccc(Cl)c3)n2)c1 (stereo unspecified)	1	2
COC(=O)CNC(=O)C(Cc1c[nH]c2ccccc12)NC(=O)Oc1ccccc1 (stereo unspecified)	-7	4
COc1ccc(C(CNC(=O)COc2ccc(F)cc2Cl)N2CCCCC2)cc1 (stereo unspecified)	-17	12
Cc1ccc(CN2CCC(n3nccc3NC(=O)c3ccccc3C)CC2)o1	4	-4
Nc1nc(NCc2ccco2)nc(Nc2ccc(F)cc2)c1[N+](=O)[O-]	8	3
CCOc1ccc(NC(=O)Nc2ccc(N(C)C(C)=O)cc2)cc1	10	27
Cc1ccc(S(=O)(=O)N2CCC(C(=O)OCC(=O)N(C)CC(=O)Nc3ccc(F)cc3)CC2)cc1C	1	3

# (listing goes on)
SMILES	H9c2 TAG inh	H9c2 TAG inh DAPI viability
C[C@H]1CN(C2CCCCC2)C(=O)[C@@H]1CC(=O)NCc1ccccc1	28	-10
CC(C)(C)c1ccc(/C=C/C(=O)N2CCOCC2)cc1	-7	2
Fc1ccc(-c2oncc2-c2nnnn2-c2ccccc2)cc1F	4	-14
COC(=O)C(C)NC(=O)C(C)NC(=O)OCc1ccccc1 (stereo unspecified)	-2	1
Cc1occc1-c1nnc(SCC(=O)c2ccc(Cl)cc2)n1CC1CCCO1 (stereo unspecified)	-8	0
COc1ccc(Sc2ncnc3onc(C)c23)cc1	-8	0
CC(=O)NC1=NN(C(C)=O)C2(S1)C(=O)N(CC(C)C)c1ccc(C)cc12 (stereo unspecified)	13	-13
O=C(NC(=S)Nc1ccc(Cc2ccncc2)cc1)c1ccccc1F	2	-2
COC(=O)c1ccc(C)c(NC(=O)C2COc3ccccc3O2)c1 (stereo unspecified)	1	1
O=C1CSC(c2ccc([N+](=O)[O-])cc2)N1CCN1CCCCC1 (stereo unspecified)	3	-2
Clc1ccc(-c2csc(Nc3cccnc3)n2)cc1	5	2
CCCCn1nc2cc(C(=O)N[C@H](C)C3CCCCC3)ccc2c1OCC	27	22

# Next part.
SMILES	H9c2 TAG inh	H9c2 TAG inh DAPI viability
O=C(CCc1ccccc1)Nc1ncc([N+](=O)[O-])s1	8	-9
Fc1cc(Cl)ccc1NC(=S)NCCN1CCOCC1	7	-4
CCN1CCc2c(sc(NC(=O)c3ccc(S(=O)(=O)N4CCCC4)cc3)c2C(=O)NC)C1	-10	-8
Nc1cccc(/C=C/C(=O)O)c1	-2	-2
O=C(CC1(O)C(=O)N(CN2CCOCC2)c2ccccc21)c1ccccc1 (stereo unspecified)	-7	-7
O=C(COc1ccc(-n2cnnn2)cc1)Nc1ccc(F)c(Cl)c1	5	-7
COc1ccc(NS(=O)(=O)c2cccc(C(=O)NNC(=O)c3cncc(Br)c3)c2)cc1	13	-1
Cc1cc(C)c(NC(=O)C2CCC(=O)N2)c(C)c1 (stereo unspecified)	1	-1
COc1ccccc1NS(=O)(=O)c1cccc(C(=O)N/N=C/c2ccc(OCC(=O)O)cc2)c1	1	-1
COCCCn1c(Cc2csc(Nc3cccc(Cl)c3)n2)nnc1SCC(=O)OC1CCCCC1	6	-5
COC(=O)c1c(C)[nH]c(C(=O)OCC(=O)c2ccc(C)s2)c1C	-92	9
CC1CCC(NC(=O)Cn2cnc3sccc3c2=O)CC1 (stereo unspecified)	-7	0

# Later entries:
SMILES	H9c2 TAG inh	H9c2 TAG inh DAPI viability
COc1ccc(C(=O)NN=C(Cc2ccccc2)Cc2ccccc2)cc1OC	-3	9
COc1cccc(NC(=O)C2CCCN2C(=O)OCc2ccccc2)c1 (stereo unspecified)	10	-14
OCC1OC(n2cnc3c(NC4CCCC4)ncnc32)C(O)C1O (stereo unspecified)	-12	-1
CC(=O)c1ccc(-c2cccc([C@H]3[C@@H]4C=CC[C@@H](C)[C@@H]4C(=O)N3Cc3ccccc3)c2)cc1	-9	-7
CC(C)Cc1ccc(C(C)C(=O)Nc2ccccc2O)cc1 (stereo unspecified)	-28	-4
COc1ccc(-c2csc(N(CCCN(C)C)C(=O)c3ccc(OC)c(OC)c3)n2)cc1	-2	38
Clc1ccc(OCCn2ccnc2)c(Br)c1	-5	8
CC(C)(CO)N=Cc1c(O)[nH]c2ccccc12	-3	12
Oc1ccc(N2CCN(Cc3ccc(OCCCN4CCCCC4)cc3)CC2)cc1	9	16
CC(=O)N(Cc1ccco1)C1(C(=O)NC2CCCC2)CCCCC1	-6	-4
COc1ccc(CCN(Cc2cc3ccc(C)cc3n3nnnc23)C(C)=O)cc1OC	-5	4
COc1ccc(C(=O)Nc2sc3c(c2C#N)CCN(C(C)=O)C3)cc1	9	3

# Going on with the list.
SMILES	H9c2 TAG inh	H9c2 TAG inh DAPI viability
Cc1ccc(-c2cc(C(=O)n3cnc4ccccc43)c3ccccc3n2)cc1C	-9	5
CC(NC(=O)CN(c1ccc(F)cc1)S(C)(=O)=O)c1ccccc1 (stereo unspecified)	-11	-1
CCN(CC)c1ccc(C(=S)NCc2ccccc2)cc1	-10	0
COc1nc(-c2ccc(C)cc2)ccc1-c1noc(-c2ccco2)n1	-10	11
O=C(NCc1cnn(-c2ccc(F)cc2)c1)C1CCC(=O)N(C2CC2)C1 (stereo unspecified)	-17	1
Cc1ccc(NC(=O)CSc2ncccn2)cc1F	8	-7
COc1cc(CNC(=O)c2cc(-c3cc(C)cc(F)c3)n[nH]2)cc(OC)c1	26	-7
COC(=O)CC1(c2ccc(OC)cc2)C(=O)c2ccccc2C1=O	-5	6
CNC(=O)C[C@@H]1C(=O)N(c2ccc(OC)cc2)CC1(C)C	-8	11
Cc1cccc(C(C)(C)C)c1OCCn1ccnc1	-12	8
Cc1ccc(-n2c(-c3ccncc3)n[nH]c2=S)cc1	7	-3
O=C(C1CCCCC1)N1C[C@H](O)[C@@H](n2cc(-c3ccc(F)cc3)nn2)C[C@@H]1c1ccccc1	10	-11

# More records.
SMILES	H9c2 TAG inh	H9c2 TAG inh DAPI viability
COCCN(C(=O)CSCc1ccccc1)c1c(N)n(Cc2ccccc2)c(=O)[nH]c1=O	-7	1
O=S1(=O)CCN(OCc2ccc(Cl)cc2)CC1	-33	2
O=C(COc1ccccc1)N1CCCCCCC1	0	-7
CCOC(=O)CSCc1c(C#N)c2ccccc2n1C	-25	1
CC(NC(=O)C(=O)N/N=C\c1cccc([N+](=O)[O-])c1)c1ccccc1 (stereo unspecified)	-9	11
O=C(CN1C(=O)CSCC1=O)NCc1ccc(F)cc1	-4	5
COc1cc(C(F)(F)F)c(C(=O)N(C)Cc2cccc(Cl)c2)cn1	-10	-3
Cc1nc2ccccn2c1-c1csc(Nc2cccc(O)c2)n1	9	-11
CN(C(=O)CSc1ncnc2sc3c(c12)CCCC3)C1CCS(=O)(=O)C1 (stereo unspecified)	-16	1
Cc1c(C#N)sc2nc(-c3ccccc3)nc(N3CCCC3)c12	17	31
COc1ccc([C@H]2/C=C\CN(S(=O)(=O)c3cccc4cccnc34)[C@@H](C)C(=O)N2Cc2ccc(F)cc2)cc1	9	-8
COc1ccc(OC)c(NC(=O)NCCc2cccc(Cl)c2)c1	-21	10

# Seven entries from above, with values under each structure:
# The line under a structure holds: H9c2 TAG inh	H9c2 TAG inh DAPI viability
- Cc1ccc(-c2cc(C(=O)n3cnc4ccccc43)c3ccccc3n2)cc1C
→ -9	5
- Cc1ccc(S(=O)(=O)N2CCC(C(=O)OCC(=O)N(C)CC(=O)Nc3ccc(F)cc3)CC2)cc1C
→ 1	3
- O=C(Nc1ccc2c(c1)OCO2)c1ccc(S(=O)(=O)NCC2CCCO2)cc1 (stereo unspecified)
→ -16	8
- CC(C)Cc1ccc(C(C)C(=O)Nc2ccccc2O)cc1 (stereo unspecified)
→ -28	-4
- COC(=O)CC1(c2ccc(OC)cc2)C(=O)c2ccccc2C1=O
→ -5	6
- O=C(CN1C(=O)CSCC1=O)NCc1ccc(F)cc1
→ -4	5
- Cc1cccc(C(C)(C)C)c1OCCn1ccnc1
→ -12	8

# Remaining list, next part
SMILES	H9c2 TAG inh	H9c2 TAG inh DAPI viability
O=C(N/N=C/c1ccc(O)cc1)c1cc(C23CC4CC(CC(C4)C2)C3)[nH]n1	1	1
COc1cccc(NC(=S)N(CCN2CCCCC2)Cc2ccco2)c1	-2	-2
O=C1c2ccsc2SCCN1Cc1ccc(Cl)cc1	-5	1
CN(C)/C=C1\N=C(c2cccnc2Oc2ccc(Cl)cc2)OC1=O	10	-11
O=C(CN1C(=O)NC(Cc2ccccc2)C1=O)Nc1ccc(OC(F)F)cc1 (stereo unspecified)	3	-10
COc1cccc(CNC(=O)c2csc3c2CCCC3)c1	8	-12
COc1ccc(S(=O)(=O)N=Nc2c(O)[nH]c3ccccc23)cc1	-8	-3
CC(Oc1ccc(Cl)cc1)C(=O)N1CCN(C(=O)c2ccco2)CC1 (stereo unspecified)	0	-6
CCc1noc(C)c1C(=O)N1CCN(S(=O)(=O)c2c(C)cc(C)cc2C)CC1	-16	0
CN(C)C(=O)[C@H]1C[C@H]1[C@@H](O)[C@H](CO)NC(=O)[C@H](COCc1ccccc1)NC(=O)OC(C)(C)C	-7	-5
CCOC(=O)c1ccc(NC(=O)CCc2nc(-c3cccc(C)c3)no2)cc1	3	6
CCN(CC)C(=O)C(=O)c1cccn1-c1ccccc1C#N	-11	9

# Brought forward from above: 2 compounds, then new ones.
SMILES	H9c2 TAG inh	H9c2 TAG inh DAPI viability
CCOC(=O)c1ccc(NC(=O)CCc2nc(-c3cccc(C)c3)no2)cc1	3	6
CCN(CC)C(=O)C(=O)c1cccn1-c1ccccc1C#N	-11	9
CC(C)CN(C(=O)CC1OC(=O)c2ccccc21)c1c(N)n(Cc2ccccc2)c(=O)[nH]c1=O (stereo unspecified)	0	-1
COc1cccc(CN2CCN(c3nc4nonc4nc3NC3CC3)CC2)c1	7	1
CCCOc1ccc(N2C(=O)CC(SC(=NCC)Nc3cccc(F)c3)C2=O)cc1 (stereo unspecified)	48	-4
COc1cc(-c2cc3nc(NCCOc4ccccc4)ccn3n2)cc(OC)c1OC	54*	-9.9*
COc1ccc(CCn2c(O)c(C=Nc3cccc(F)c3)c(=O)[nH]c2=O)cc1OC	8	-2
CC(C)C[C@@H](CNCC(=O)[C@H](Cc1ccccc1)NC(=O)c1[nH]cnc1C(=O)N[C@@H](C)CN)NC(=O)c1nc[nH]c1C(=O)N[C@@H](C)C(=O)O	0	-4
CCOC(=O)Cc1ccc2sc(-c3ccccc3)nc2c1	-14	-3
CC(=O)c1ccc(-n2nnnc2SCC(=O)N2CCc3ccccc3C2)cc1	-15	3
C=CCN1C(=O)N(c2ccc(Cl)cc2)C(=O)C1CC(=O)Nc1ccc(F)cc1 (stereo unspecified)	3	-3
CN1CCN(c2ccccc2NC(=O)c2ccc(OCc3ccccc3)cc2)CC1	10	13
CCOc1ccc(CC(C(N)=O)C(N)=O)cc1CN(C)C	-9	1
CC1CCCCC12NC(=S)N(c1ccccc1)N2 (stereo unspecified)	1	1

# Continuation:
SMILES	H9c2 TAG inh	H9c2 TAG inh DAPI viability
COc1ccc(C)cc1NC(=O)C(OC(=O)c1cnccn1)c1ccccc1 (stereo unspecified)	-7	-6
COC(=O)C1=C(C)N(Cc2ccccc2)C(=NCc2ccccc2)N[C@H]1c1ccccc1	105*	-44*
COc1ccc(NC(=O)CSc2nncc(=O)n2N)cc1OC	-3	-7
COc1ccc2oc(C(=O)NCc3ccco3)c(C)c2c1	12	6
COc1ccc(S(=O)(=O)NCCSC(C)(C)C)cc1	15	-10
O=C(Nc1ccc(Br)cc1)c1ccccc1CC[N+](=O)[O-]	4	-3
CC1(C(=O)Nc2cnc3ccccc3c2)CCN1Cc1cc2ccccc2o1 (stereo unspecified)	-6	1
COc1ccccc1NC(=O)c1ccc(S(=O)(=O)N2CCOCC2)cc1	5	-11
CCOc1ccc(NC(=O)CN(C)C(=O)CCCOc2ccc(Cl)c(C)c2)cc1OCC	-36	-7
COCC1CCCN(Cc2cn(Cc3ccccc3)nc2-c2cc3ccccc3o2)C1 (stereo unspecified)	-13	35
Cc1noc(C)c1-c1ccc(C(=O)NC2CCCCC2)c2occc12	20	-14
CS(=O)(=O)c1nc(-c2ccc(Br)cc2)cc(-c2ccccc2)c1C#N	79*	-43*

# Next records follow.
SMILES	H9c2 TAG inh	H9c2 TAG inh DAPI viability
Cc1c(NC(=O)C(C)N2C(=O)NC3(CCC(C)CC3)C2=O)c(=O)n(-c2ccccc2)n1C (stereo unspecified)	3	-8
CCC(C)(C)C1CCC(=NNC(=S)Nc2cccnc2)CC1 (stereo unspecified)	-16	6
O=C(c1cc2cc(Cl)ccc2o1)N1CCCCCC1	-12	-1
CCN(CC)C(=O)CN(c1cc2c(cc1OC)oc1ccccc12)S(=O)(=O)c1ccccc1	16	-1
NC(=O)C1(Nc2ccccc2Cl)CCCC1	-4	8
O=C(/C=C/c1ccccc1)NCCSc1ccc(Cl)cc1	9	-3
CCCOc1ccc(C(CC(=O)O)NS(=O)(=O)c2ccc(NC(C)=O)cc2)cc1 (stereo unspecified)	-10	4
COc1ccc(N(CC(=O)NCCSc2ccccn2)S(=O)(=O)c2ccccc2)cc1Cl	-26	-2
CC(C)(C)c1ccccc1OCCCCCn1ccnc1	-17	6
COc1ccc(-n2c(Cc3cccn3C)nnc2SCC(=O)N2CCC(C)CC2)cc1	13	-9
CCCCc1ccc(N=N/C(C(=O)Nc2ccc(NC(C)=O)cc2OC)=C(/C)O)cc1	40	-9

# An excerpt. The share of hits here may be higher or lower than overall.
